14-3-3 PPI – modulators of 14-3-3 gamma protein binding, primary screen, biochemical, fluorescence polarization. 14-3-3 protein gamma (Homo sapiens), P61981. FP, 14-3-3gamma / TMR-pS259-Raf peptide binding. inhibition, % at 40 µM. 160,000 tested, 0.19% active. AID 422, 2006; in the data active = inhibition above about 30%;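 note: 0% = protein plus tracer without compound and 100% = blank with tracer alone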
Target sequence (P61981 whole entry, looked up): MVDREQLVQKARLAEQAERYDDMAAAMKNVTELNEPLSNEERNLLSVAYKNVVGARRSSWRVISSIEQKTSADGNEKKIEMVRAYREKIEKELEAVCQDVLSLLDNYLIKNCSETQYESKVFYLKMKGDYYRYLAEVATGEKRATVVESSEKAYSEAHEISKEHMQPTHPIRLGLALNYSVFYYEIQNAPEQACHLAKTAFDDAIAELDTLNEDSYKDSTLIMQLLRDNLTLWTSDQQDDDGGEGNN
* marks the source's active call; other numbers are inactive results; & = joins results of further samples. Not all compounds are listed; count on the stated rates, not on these rows.

Structure	14-3-3 PPI
Cc1ccc(-n2cc(C(=O)N3CCCC3)c3ccccc3c2=O)cc1C	-3
COc1ccccc1N1CCN(CC(=O)Nc2ccc(CN3CCCCC3)cc2)CC1	-9
Cc1ccc(NC(=O)CSc2nnc(-c3cccs3)n2-c2ccc(F)cc2)cc1	-2
O=C(CN1CCN(S(=O)(=O)c2ccc(F)cc2)CC1)Nc1cc(C(F)(F)F)ccc1Cl	-4
O=C(Oc1ccc(C(=S)N2CCCCC2)cc1)c1ccc(Cl)cc1	3
O=C(O)C(Cc1c[nH]c2ccccc12)N1C(=O)C2CC=CCC2C1=O (configuration not stated)	-21
Cc1cccn2c(=O)c3cc(C(=O)NC(C)c4ccccc4)c(=N)n(CCCO)c3nc12 (configuration not stated)	-3
Cc1cc(C)n2nc(SCC(=O)N(C(C)C)C(C)C)nc2n1	-3
CCOc1ccc(-n2c(-c3ccccc3)c[n+]3c2CCCCC3)cc1	7
O=S(=O)(Nc1ccc(F)cc1)c1ccc2nc(-c3ccccc3)[nH]c2c1	-4
Clc1ccc(-c2cc(-c3nc(Cc4cccs4)no3)c3ccccc3n2)cc1	-8
Cc1nc(N2CCN(c3ncccn3)CC2)c2oc3ccccc3c2n1	-10
O=C(CSc1nnc(-c2ccccc2)o1)N1CCCC1	-16
O=C(OCC(=O)N1CCCC1)c1cncc(Br)c1	0
Cc1cc(C)c(C#N)c(SCS(=O)Cc2ccc(Cl)cc2)n1 (configuration not stated)	1&-2
CCCOc1ccc(C(=O)N2CCN(c3ccc([N+](=O)[O-])cc3)CC2)cc1	0
COc1ccc(CNC(=O)CSc2nc3ccccc3s2)cc1	-1
CCc1nc(SCC(=O)Nc2ccnc3ccccc23)n[nH]1	-10
CCN1C(=O)c2ccccc2Sc2ccc(C(=O)O)cc21	7
CCCc1[nH]nc2c1C(c1ccccc1OCC)C(C#N)=C(N)O2 (configuration not stated)	2
CCCc1oc2c(cc(NS(=O)(=O)c3ccc(C)cc3)c3ccccc32)c1C(=O)OCC	-52
CCOC(=O)c1c(C)c(C(=O)Nc2ccc3c(c2)OCCO3)c(C)n1CC	-3
O=C(CSC1=NCCS1)N1CCCc2ccccc21	-32
CCCOc1ccc(NC(N)=O)cc1OCCC	-6
Cc1ccc(C)c(NC(=O)c2c(O)c3cccc4c3n(c2=O)CC4)c1	-9

In the list so far, two contain an aryl methoxy group:
Structure	14-3-3 PPI
COc1ccccc1N1CCN(CC(=O)Nc2ccc(CN3CCCCC3)cc2)CC1	-9
COc1ccc(CNC(=O)CSc2nc3ccccc3s2)cc1	-1

(listing goes on)
Structure	14-3-3 PPI
O=C(CN1CCN(c2ccc(F)cc2)CC1)Nc1ccc(-n2cnnn2)cc1	-2
C/C(=N\O)C1/C(=N/O)CC2C1C2(C)C (configuration not stated)	10
CC(C)c1nccn1S(=O)(=O)c1cc(Cl)ccc1Cl	-17
Cc1cc(N2CCOCC2)nc2ccc(NC(=O)CCC(=O)N3CCN(C)CC3)cc12	-1
Cc1nc2cc(NC(=O)c3ccc4c(c3)OCCO4)ccc2s1	-5
COCCNC(=O)c1cc(-c2ccc(Cl)c(Cl)c2)on1	-2
O=C(c1cccs1)N1CCN(c2cc(N3CCCCC3)c(F)cc2[N+](=O)[O-])CC1	-6
c1ccc(N2CCN(Cc3ccsc3)CC2)nc1	0
CCc1ccc(O)c(N=Cc2cc(C)cc(Br)c2O)c1	-89
Cc1cc2c(N3CCN(c4ccccc4F)CC3)ncnc2s1	0
CCSCCNC(=O)c1cncc(Br)c1	-1
CC1=C(C(=O)OC2CCCCC2)C(c2ccc(C)cc2)C2=C(CC(C)(C)CC2=O)N1 (configuration not stated)	7
COCCNC(=O)c1cc2sc3ccccc3c2s1	-8
Cc1oc2c(c(C)cc3oc(=O)c(Cc4ccccc4)c(C)c32)c1C	-5
O=C(Nc1ccc2sccc2c1)c1ccc(Cl)s1	-7
CSc1nncn1/N=C/c1cc(Cl)ccc1F	5
NS(=O)(=O)c1ccc(CCNC(=O)CCN2C(=O)C3C4C=CC(CC4)C3C2=O)cc1 (configuration not stated)	4
COc1cccc(-c2cc(C(=O)NCc3cccnc3)no2)c1	-5
c1cncc(-c2nn3c(Cn4nnc5ccccc54)nnc3s2)c1	-12
Cc1cc(C)cc(NC(=O)Cn2cnc3c2c(=O)n(C)c(=O)n3C)c1	-5
COc1ccc(NC(=S)C23CC4CC(CC(C4)C2)C3)cc1	-2
Cc1ccnc(NC(=O)CCC(=O)N(CC(=O)NCC2CCCO2)Cc2ccc(F)cc2)c1 (configuration not stated)	2
CCn1cc(S(=O)(=O)CC(=O)NC2CCCCC2)c2ccccc21	-6
COc1ccc(-c2noc(CSc3nc4ccccc4c(=O)n3-c3ccccc3)n2)cc1OC	-7
COc1cccc(/C=N\n2c(C)nnc2C)c1OC	-5
Cc1ccccc1Cn1c2ccccc2c(=O)c2ccccc21	1
COc1cc([N+](=O)[O-])ccc1N1C(=O)C=CC1=O	-6
CCOc1ccc(C2c3[nH]c4ccccc4c3CCN2C(=O)Cn2nc([N+](=O)[O-])c(Br)c2C)cc1 (configuration not stated)	3
Oc1ccc(Br)cc1C=Nc1ccccc1F	2
Cn1c2c(c(=O)n(C)c1=O)CN(Cc1ccccc1)CN2	2
CCOc1cccc2c1OC1(C)CC2NC(=O)N1c1cccc(C(=O)N2CCN(c3ccccc3)CC2)c1 (configuration not stated)	-13
Cc1sc2nc(C)n(CC(=O)Nc3ccc(Oc4ccccc4)cc3)c(=O)c2c1C	5
CSc1ccc(-c2nc3cc(C)ccn3c2Nc2ccc3c(c2)OCO3)cc1	2
O=S(=O)(NCCCO)c1ccc2c(c1)Cc1cc(S(=O)(=O)NCCCO)ccc1-2	-3
CCCSc1nnc2c(n1)OC(c1cc3c(cc1Cl)OCO3)Nc1ccccc1-2 (configuration not stated)	-50
COc1ccc(C)cc1N1C(=O)NC2CC1(C)Oc1ccc(Cl)cc12 (configuration not stated)	-1
O=C(O)CCC(NS(=O)(=O)c1ccc(N2CCCC2=O)cc1)C(=O)O (configuration not stated)	0
Cc1sc2ncn(CC(=O)NCC(=O)NCCC3=CCCCC3)c(=O)c2c1C	-1
O=C1C(c2ccccc2)=C(OC(=O)c2ccccc2[N+](=O)[O-])c2ccccc21	-8
CC(NC(=O)C(Cc1ccc([N+](=O)[O-])cc1)N1C(=O)c2ccccc2C1=O)c1ccc(CCBr)cc1 (configuration not stated)	-10
O=C(NCCCN1CCN(Cc2ccccc2)CC1)C1c2ccccc2C(=O)N2CCc3ccccc3C12 (configuration not stated)	-2
CN1CCCN(C2CC(=O)N(c3ccc(Br)cc3)C2=O)CC1 (configuration not stated)	-45
O=S(=O)(c1ccc(-c2csc(=Nc3ccccc3)n2CCCO)cc1)N1CCCCC1	-6
Cc1cccc2oc(-c3cc(N=Cc4ccc(Cl)c([N+](=O)[O-])c4)ccc3O)nc12	-8
Cc1nc2c(c(-c3ccc(Cl)cc3)c1C#N)C(=O)c1ccccc1-2	5
COc1ccc(S(=O)(=O)Nc2cc(Cl)ccc2OC)cc1	-8
COc1ccc(C2=NN(C(=O)CSc3nc4ccccc4o3)C(c3cccc(OC)c3OC)C2)cc1 (configuration not stated)	0
CC(NS(=O)(=O)c1ccc(CCC(=O)N2CCN(C)CC2)cc1)c1ccccc1 (configuration not stated)	-3
CCOC(=O)C1=C(C)Nc2nc(SCc3cccc(C)c3)nn2C1c1ccccc1OCC (configuration not stated)	8
CC(=O)CCc1oc2ccc(NC(C)=O)cc2c1-c1ccc(C)o1	-12

Other entries.
Structure	14-3-3 PPI
CCOC(=O)C1=C(C)N(c2ccccc2)C(=O)C1CC(=O)O (configuration not stated)	-6
CCC1CCCCN1S(=O)(=O)c1ccc(F)c(C(=O)Nc2cccc(Cl)c2C)c1 (configuration not stated)	-11
Cc1cccc(-c2noc(C=Cc3ccccc3)n2)c1	-20
CN1CC(C(=O)N2CCN(c3ccccc3F)CC2)c2ccccc2C1=O (configuration not stated)	0
COc1ccc(-c2ccc(CCC(=O)O)o2)cc1	-12
O=c1c2c(nc(SCc3ccc(Cl)cc3)n1-c1ccccc1)CCS2	-8
O=S(=O)(NC1CCCc2ccccc21)c1cccc2nonc12 (configuration not stated)	-45
CCCSc1nnc(Cc2cc(=O)[nH]c(=O)[nH]2)n1-c1ccc(Cl)cc1	-5
CC(C)CCn1c(=S)[nH]c2cc(Cl)ccc2c1=O	1
CCN=C(NCC)SC1CC(=O)N(c2ccccc2)C1=O (configuration not stated)	-8
CCOc1ccc(-c2cc(C(=O)NCCN3CCCC3)c3ccccc3n2)cc1	-2
CCC1Oc2ccccc2N(CC(=O)NCCCOC(C)C)C1=O (configuration not stated)	-8
CCN1CN=C2SC(CO)(CO)C(=O)N2C1	-9
O=C1c2ccc(Oc3cccc([N+](=O)[O-])c3)cc2C(=O)N1c1cccnc1	-3
Cc1cc(Cl)ccc1OCCCC(=O)Nc1cccc(C(F)(F)F)c1	-51
CCC(C)NC(=O)C1(C)CCC(=O)N1Cc1ccccc1Cl (configuration not stated)	-2
CCOC(=O)c1cc2c(=O)n3ccccc3nc2n(CC2CCCO2)c1=NC(=O)C(CC)c1ccccc1 (configuration not stated)	-6
CO/N=C(\C(=O)N[C@@H]1C(=O)N2C(C(=O)O)=C(CSc3nc(=O)c(O)nn3C)CSC12)c1csc(N)n1 (some centres not stated)	-9
COc1cccc(Nc2nc(-c3cc4cc(OC)ccc4oc3=O)cs2)c1	-8
CCN(CC)S(=O)(=O)c1ccc(C(=O)Nc2ccccc2-c2nc3ccccc3[nH]2)cc1	-14
COCC(=O)Nc1nc2ccc(S(C)(=O)=O)cc2s1	-3
CCCCSc1nnc2c(n1)OC(c1cc(OC)cc(Br)c1OC(C)=O)N(C(C)=O)c1ccccc1-2 (configuration not stated)	-13
COc1ccccc1NC(=O)COc1ccc(C(C)C)cc1	-7
CCC(C)NC(=O)C1CC(=O)N(CCc2ccc(C)cc2)C1 (configuration not stated)	2
Cc1nc2sc(C(c3ccco3)N3CC(C)CC(C)C3)c(O)n2n1 (configuration not stated)	-31
O=C(c1ccc(=O)n(Cc2ccccc2)n1)N1CCN(C/C=C/c2ccccc2)CC1	1
O=C(COc1nsnc1N1CCOCC1)Nc1cccc(C(F)(F)F)c1	-11
Cc1nn(-c2ccccc2)c2sc(C(=O)NC3CCSC3=O)cc12 (configuration not stated)	-6
COc1ccc2nc(N3CCCC(C(=O)NCCCOC(C)C)C3)sc2c1 (configuration not stated)	-6
O=S(=O)(c1cccs1)N1CCN(Cc2ccc3c(c2)OCO3)CC1	-10
OCCN1CN=C(Nc2nc3ccccc3o2)NC1	0&11
O=C(c1ccc2nc3ccc(Cl)cc3c(=O)n2c1)N1CCN(c2ccccc2F)CC1	-4
CN(CCC#N)C(=O)C1CCC(CNS(=O)(=O)c2ccccc2)CC1 (configuration not stated)	-4
COc1ccc(N2C(=NC(C)=O)SC3CS(=O)(=O)CC32)cc1OC (configuration not stated)	-8
Oc1ccccc1-c1cc(C(F)(F)C(F)F)[nH]n1	1
CCOC(=O)N1CCN(C(=O)C2CC(c3ccccc3OC)=NO2)CC1 (configuration not stated)	5
Cc1nc2c(C(=O)NC3CCCc4ccccc43)cnn2c(C)c1Cc1ccccc1Cl (configuration not stated)	-13
CC(=O)Nc1ccc([N+](=O)[O-])cc1-c1nc2ccccc2[nH]c1=O	-5
Cc1cc(C)cc(N2CCN(C(=O)N3CCOCC3)CC2)c1	1
Cn1c(=O)c2c(nc(SCC(=O)N3CCOCC3)n2C)n(C)c1=O	-2
CC1CCCN(S(=O)(=O)c2ccc(NC(=O)c3cccc(-n4cnnn4)c3)cc2)C1 (configuration not stated)	-5
Cc1ccc(C(=O)Nc2ccc(O)c(-c3nc4ccccc4o3)c2)cc1	-182
O=C(c1cc2nc(-c3cccs3)cc(C(F)(F)F)n2n1)N1CCN(C(=O)c2ccco2)CC1	-2
O=C1CCCN1CCCN1C(=O)N[C@@H](Cc2ccccc2)C1=O	-9
COC(=O)C1=C(C)NC2=C(C(=O)CC(C)(C)C2)C1c1cc(OC)c(OC)cc1OC (configuration not stated)	11
Fc1ccc(-c2csc(-c3nc(-c4ccc(F)cc4)cs3)n2)cc1	-127
Cc1c(OCC(=O)O)ccc2c3c(c(=O)oc12)CCC3	-4
CCC1(CC)C(=O)C(C)(C)C(=O)OC1c1cccs1 (configuration not stated)	-11
CCn1c(SCC(=O)NCCOc2ccccc2)nc2ccccc2c1=O	2&-1
N#C/C(=C(/O)CN1C(=O)c2ccccc2C1=O)c1nc2ccccc2[nH]1	-4

Next structures:
Structure	14-3-3 PPI
COc1ccc(CCNc2ncnc3nc[nH]c23)cc1OC	-2
Cc1ccc(N2C(=O)C(Cl)=C(NCCO)C2=O)c(C)c1	-2
O=C(c1ccccc1Cl)N1CCN(c2ccccn2)CC1	5
CCN(CC)CCN(C(=O)c1ccc([N+](=O)[O-])cc1)C1CCCc2c1[nH]c1ccc(C)cc21 (configuration not stated)	3

A draw from above in order of count of non-hydrogen atoms, ascending.
Structure	14-3-3 PPI
CCC1(CC)C(=O)C(C)(C)C(=O)OC1c1cccs1 (configuration not stated)	-11
Cc1ccc(N2C(=O)C(Cl)=C(NCCO)C2=O)c(C)c1	-2
COc1ccc(CCNc2ncnc3nc[nH]c23)cc1OC	-2
N#C/C(=C(/O)CN1C(=O)c2ccccc2C1=O)c1nc2ccccc2[nH]1	-4
CCn1c(SCC(=O)NCCOc2ccccc2)nc2ccccc2c1=O	2&-1
COC(=O)C1=C(C)NC2=C(C(=O)CC(C)(C)C2)C1c1cc(OC)c(OC)cc1OC (configuration not stated)	11
CCN(CC)CCN(C(=O)c1ccc([N+](=O)[O-])cc1)C1CCCc2c1[nH]c1ccc(C)cc21 (configuration not stated)	3
